SENP1 inh: inhibitors of human SENP1 SUMO protease catalytic domain; recombinant SENP1 catalytic domain, CyPet-SUMO1-YPet FRET cleavage; inhibition, % at 10 µM; actives 0.21% (n = 360,000);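 active means inhibition at least 30% at 10 µM, raw YFP signal under a set limit, fluorescence ratio 0.5 to 1.5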;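 further: 0% = enzyme with DMSO and 100% = no enzyme wells; some results filed as inactive read as strong as hits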
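material = recombinant human SENP1 catalytic domain, His6-tagged | quantity = 20 pM enzyme | reagent = 25 nM SUMO1 FRET substrate | compound dosing = 10 µM single point, 0.5% DMSO | timing = 50 min enzyme reaction, room temperature, light-protected | detection = FRET, CFP and YFP emission | control set = no-enzyme low, enzyme-DMSO high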
NALP3 yeast inh: NALP3 inhibition in yeast; Yeast reconstituted NLRP3/ASC/caspase-1, beta-gal luminescence, 24 h; inhibition, % at 10 µM; actives 0.39% (n = 330,000);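 active means inhibition of 50% or more; inactive means inhibition below 50%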;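 further: plate controls were induced DMSO wells for no effect and uninduced yeast grown without galactose for full effect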
mIAP activ: increases mouse intestinal alkaline phosphatase activity. muIAP, CDP-Star luminescence, 30 min; stronger effect = higher value; 1 = vehicle-only enzyme signal, 0 = enzyme-free wells. AID 2805. actives 0.24% (n = 330,000). activation factor at 10 µM;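 active means activation factor of at least 2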; further: the source names both 10 and 20 µM as test concentration; values of inactives mirror those of a sister screen read the other way
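System: Mouse IAP enzyme | Also added: CDP-Star substrate | Dosing: Compounds dispensed in DMSO | Schedule: 30 min enzyme-substrate-compound incubation at room temperature | Technique: Chemiluminescence readout | Control set: DMSO-only wells and no-enzyme negative control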
beta cell repl: MIN6 beta-cell proliferation induction. actives 0.29% (n = 330,000). proliferation, % at 10 µM. MIN6 cells proliferation, ATPlite luminescence, 48 h; cells starved in 0.2% serum; 100% = growth in 10% serum. AID 2380;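 active means compounds whose signal lies at least 3.5 SD above the mean of all wells on their plate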;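 further: 0% = DMSO-treated cells in low-serum medium and 100% = 10% serum control; some compounds called inactive have numbers as strong as hits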
A3A deaminase: blocks human APOBEC3A ssDNA deamination. P31941. recombinant A3A, FAM/TAMRA ssDNA deamination fluorescence. inhibition, % at 20 µM. actives 0.41% (n = 330,000). AID 493011;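 active means at least 40% inhibition at 20 µM here, with at most 30% in a related deaminase screen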;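 further: plate controls were A3A with DMSO for no effect and wells lacking A3A enzyme for full effect; some results filed as inactive read as strong as hits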
mIAP block: blocks mouse intestinal alkaline phosphatase. purified mouse IAP, CDP-Star luminescence, 30 min. inhibition, % at 10 µM. actives 0.2% (n = 330,000). AID 2806;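 active means inhibition of at least 40% at 10 µM in the primary screen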;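 further: plate controls were DMSO with enzyme for no effect and no enzyme wells for full effect; values of inactives mirror those of a sister screen read the other way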
hIAP activ: human IAP activation; purified human IAP, CDP-Star luminescence, 30 min; stronger effect = higher value; 1 = vehicle-only enzyme, 0 = enzyme-free background; actives 0.16% (n = 330,000); activation factor at 10 µM; P09923;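 active means activation factor of the enzyme at least 2-fold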; further: the source names both 10 and 20 µM as test concentration; values of inactives mirror those of a sister screen read the other way
Target sequence (P09923 whole entry, looked up): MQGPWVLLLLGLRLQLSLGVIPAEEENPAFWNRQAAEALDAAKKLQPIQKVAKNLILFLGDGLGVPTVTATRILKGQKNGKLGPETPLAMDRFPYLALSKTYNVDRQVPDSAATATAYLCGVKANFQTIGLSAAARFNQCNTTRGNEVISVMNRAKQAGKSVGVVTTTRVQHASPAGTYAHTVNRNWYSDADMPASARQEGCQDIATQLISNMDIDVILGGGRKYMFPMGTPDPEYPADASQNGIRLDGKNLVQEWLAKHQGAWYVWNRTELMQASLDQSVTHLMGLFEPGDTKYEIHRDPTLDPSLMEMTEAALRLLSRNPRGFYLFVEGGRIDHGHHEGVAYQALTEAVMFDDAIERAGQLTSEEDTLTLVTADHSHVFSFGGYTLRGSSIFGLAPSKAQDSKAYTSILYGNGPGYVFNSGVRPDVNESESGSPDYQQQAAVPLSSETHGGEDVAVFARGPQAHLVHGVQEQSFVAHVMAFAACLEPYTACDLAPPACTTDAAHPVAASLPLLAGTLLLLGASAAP
A3G deaminase: APOBEC3G (human) deaminase inhibition; recombinant A3G, ssDNA deamination FAM/TAMRA fluorescence; inhibition, % at 20 µM; actives 0.28% (n = 330,000); AID 493012;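 active means inhibition of at least 40% at 20 µM, with no more than 30% in the related APOBEC3A deaminase screen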;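 further: plate controls were DMSO wells with A3G for no effect and wells lacking A3G enzyme for full effect; some compounds called inactive have numbers as strong as hits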
Target sequence (Q9HC16 whole entry, looked up): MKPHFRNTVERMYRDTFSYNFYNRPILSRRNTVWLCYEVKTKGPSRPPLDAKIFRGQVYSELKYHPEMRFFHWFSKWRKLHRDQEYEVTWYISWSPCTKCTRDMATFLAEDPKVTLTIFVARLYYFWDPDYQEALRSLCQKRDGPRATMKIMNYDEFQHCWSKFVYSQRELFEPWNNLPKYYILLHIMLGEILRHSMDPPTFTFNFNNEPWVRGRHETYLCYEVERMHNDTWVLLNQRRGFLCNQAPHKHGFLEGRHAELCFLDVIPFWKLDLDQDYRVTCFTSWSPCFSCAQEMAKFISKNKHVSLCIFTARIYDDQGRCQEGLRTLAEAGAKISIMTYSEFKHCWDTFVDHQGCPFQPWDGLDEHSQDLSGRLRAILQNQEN
hIAP inh: human IAP inhibition | purified IAP, CDP-Star luminescence, 30 min | actives 0.12% (n = 330,000) | P09923 | inhibition, % at 10 µM;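 active means inhibition reaching a set limit with compound at 10 µM in the primary screen, cut at about 35% in these data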;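 further: plate controls were DMSO wells with enzyme for no effect and no-enzyme buffer wells for full effect; values of inactives mirror those of a sister screen read the other way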
Starred values were filed as active, the others as inactive. This is a subset. The share of hits here may be higher or lower than overall.

SMILES	SENP1 inh	NALP3 yeast inh	mIAP activ	beta cell repl	A3A deaminase	mIAP block	hIAP activ	A3G deaminase	hIAP inh
CCOC(=O)C1=C(c2ccccc2)NC(=O)NC1c1cccc(OC)c1OC (configuration not stated)	2	5	1.1	-3	1	-6	1.3	0	-27
Cc1c(C)n(Cc2ccccc2)c2ncnc(N)c12	-5	-14	1.1	0	-1	-9	1.2	2	-18
O=C(C1=COCCO1)N1CCN(S(=O)(=O)c2cccc(Cl)c2Cl)CC1	-1	7	0.99	-2	5	1	1	-4	-5
CCc1nc(-c2ccc(C)nc2OC)no1	0	14	1.1	-2	67*	-6	1.1	19	-12
Cc1ccc(NC(=O)CSc2nnc(-c3cnccn3)n2-c2ccccc2)cc1	2	9	0.99	-1	-2	1	1	-7	0
CCCCn1c(N)c(N(CC(C)C)C(=O)C2CCN(S(=O)(=O)c3ccc(Cl)cc3)CC2)c(=O)[nH]c1=O	-5	16	1	2	2	-2	0.97	-2	3
CC(=O)Nc1ccc(SCC(=O)c2cc(C)n(-c3ccccc3)c2C)cc1	2	2	1	-3	-3	-1	0.95	-4	5
O=C(COC(=O)c1cc2ccccc2oc1=O)c1cccc([N+](=O)[O-])c1	0	4	0.91	4	0	9	1	-5	-4
Cc1cccc(-n2c(-c3ccc(Br)o3)n[nH]c2=S)c1	4	12	1	0	-3	-4	1.2	31	-20
CCC(C)(C)NC(=O)C(c1ccccc1)N(Cc1cccs1)C(=O)Cn1nnc2ccccc21 (configuration not stated)	-1	6	1.2	-5	5	-20	1.2	1	-16
O=S(=O)(NC(=NCc1ccccc1)c1ccccc1F)c1ccccc1	3	-3	1	1	-2	-2	1	-2	-3
COC(=O)C(=N/Nc1ccccc1C(=O)OC)/C(C)=N/O	1	11	1	11	-1	0	1	-3	-2
CC(C)CNC(=O)/C=C/C(=O)O	1	16	0.94	0	-3	6	1.1	-3	-8
COc1cc(C(=O)OCC(=O)N(C)C)cc(NC(=O)c2ccco2)c1OC	0	7	0.88	-2	-4	12	0.88	-6	12
Cc1ccc(-c2noc(CN3CCCCC3)n2)cc1	0	23	0.97	0	0	3	0.84	-1	16
O=Cc1c(NCc2ccco2)nc2ccccn2c1=O	-11	5	1.1	-1	3	-10	0.99	-8	1
Cc1cccc(C)c1NC(=O)C(=O)NCCOc1ccc(Cl)cc1	1	24	0.99	-5	-1	0	1.1	-2	-9
CN(C)CCCOC(=O)C1c2ccccc2Oc2ccccc21	2	0	1	-1	-4	-1	0.95	-6	5
CSc1ncc(Cl)c(C(=O)Nc2ccc(NC(C)=O)cc2)n1	1	0	0.96	0	0	4	1.1	-3	-5
CCOC(=O)c1[nH]c(C)c(C(=O)Nc2ccccc2C)c1C	0	-1	0.9	-6	-5	10	0.87	-5	13
CCc1cccc(CC)c1NC(=O)CO/N=C(\N)CC(=O)NC1CCCCC1	9	-3	1.1	0	8	-7	1.1	5	-12
CCc1c(C(=O)NCc2ccc3c(c2)OCO3)[nH]c(C)c1C(C)=O	3	4	0.94	-3	-2	6	0.94	-3	6
COc1ccc(Cc2noc(CN3CCC(c4ccncc4)CC3)n2)cc1OC	2	-7	0.97	-4	2	3	1.2	5	-15
O=C(Nc1ccc(O)cc1C(=O)O)c1cccs1	3	5	1	-2	-2	-3	1.1	-5	-14
Cc1cc(C(N)=O)nn1-c1c(Cl)cc(Cl)cc1Cl	1	-10	0.97	0	-3	3	0.99	-4	1
SMILES	SENP1 inh	NALP3 yeast inh	mIAP activ	beta cell repl	A3A deaminase	mIAP block	hIAP activ	A3G deaminase	hIAP inh
COc1ccc(C2CC(c3c(-c4ccccc4)c4cc(Cl)ccc4[nH]c3=O)=NN2C(=O)CCC(=O)O)cc1 (configuration not stated)	-1	23	0.88	1	1	12	0.82	1	18
COC(=O)c1ccc(C2C(C(C)=O)=C(O)C(=O)N2CCO)cc1 (configuration not stated)	-1	8	1	2	-3	-1	0.91	2	9
O=C(CCN1CCN(S(=O)(=O)c2ccc(Cl)cc2)CC1)Nc1ccccc1F	-1	10	1	-4	-2	-1	1.1	-10	-9
COc1cc(C(c2sc3nc(C)nn3c2O)N2CCC3(CC2)OCCO3)cc(OC)c1OC (configuration not stated)	2	-4	0.97	0	-2	3	0.89	-2	11
Cc1ccc(N2CCN(C(=O)c3ccccc3F)CC2)c(C)c1	5	-7	1	-1	-3	-1	0.81	-3	20
CCOC(=O)Cc1csc(NC(=O)CC)n1	3	7	0.95	-1	-7	5	0.95	-5	5
Cc1ccc(C(=O)NCc2ccc(F)cc2)cc1NC1=NC2CS(=O)(=O)CC2S1 (configuration not stated)	3	5	1.1	-1	-3	-6	1	-9	0
CCN(CC)CCNC(=O)C1(O)c2cc(Br)ccc2NC(=O)N1c1c(F)cccc1F (configuration not stated)	-1	1	0.97	-5	0	3	0.89	-2	11
COc1cc(/C=C2/C(=O)ON=C2C)ccc1OCc1cccc(F)c1	0	26	0.98	0	2	2	0.94	-9	6
COc1cccc(C(=O)NCCC2=CCCCC2)c1	2	30	1.1	-2	-2	-14	0.95	-6	5
Cc1cccc(Cn2cnc3c(sc4nc(C)cc(C)c43)c2=O)c1	-14	13	0.93	-2	0	7	0.93	-3	8
CC(=O)Oc1ccc(N2C(=O)C3C4C=CC(CC4)C3C2=O)cc1[N+](=O)[O-] (configuration not stated)	2	28	1	1	-1	0	0.97	-4	3
CCN(CC)C(=O)CC(c1ccc(F)cc1)c1ccco1 (configuration not stated)	-9	0	1	-1	-7	-1	1.1	-3	-15
C=CCN(CC=C)C(=O)c1cc2ccccc2c(=O)o1	2	18	1	0	-1	0	0.93	-5	7
O=C(O)c1cccc(Cn2c(Cl)c(/C=N/NC(=O)c3ccccc3Cl)sc2=O)c1	-4	6	0.9	1	-4	10	1	-6	-4
COc1ccc(N2CCN(CCNC(=O)c3ccc(NC(=O)C4CCCO4)cc3)CC2)cc1 (configuration not stated)	1	-10	1	2	0	-1	0.99	-3	1
C#CCSc1nnc(CNS(=O)(=O)c2ccc(Br)cc2)n1C	-1	10	0.95	6	-4	5	0.85	-10	15
COc1ccc(OCC(=O)Nc2nonc2NC(=O)COc2ccc(OC)cc2)cc1	0	15	1	-1	1	-2	1.3	2	-35
COc1ccc2nc(SCC(=O)NCc3ccc(F)cc3)[nH]c2c1	0	12	0.91	-6	-1	9	1.1	-9	-8
NC(=O)NC(=O)CSc1nc2sc(-c3ccccc3)cc2c(=O)n1-c1ccccc1	-1	21	1	0	2	-4	0.99	-4	1
O=C(CN1CCN(Cc2ccc3c(c2)OCO3)CC1)NCC(F)(F)F	-1	16	1	5	3	-4	0.91	-12	9
CCc1nnc(NC(=O)CSc2nc3cc(OC)c(OC)cc3cc2C)s1	-1	11	0.96	0	-4	4	1	-7	0
Cc1cc(NS(=O)(=O)c2ccc(NC(=O)CN3C(=O)NC(C)(c4ccccc4)C3=O)cc2)nc(C)n1 (configuration not stated)	1	0	1	7	36	-3	0.99	-2	1
Clc1ccc(Cc2nc(-c3cccnc3)no2)cc1	1	19	0.98	-1	1	2	0.89	-4	11
CCC(C)(C)c1ccc(OCCCC[n+]2ccccc2)c(C(C)(C)CC)c1	0	-8	0.9	-6	-2	10	0.93	-5	7

The last two records of the part above open the next one:
SMILES	SENP1 inh	NALP3 yeast inh	mIAP activ	beta cell repl	A3A deaminase	mIAP block	hIAP activ	A3G deaminase	hIAP inh
Clc1ccc(Cc2nc(-c3cccnc3)no2)cc1	1	19	0.98	-1	1	2	0.89	-4	11
CCC(C)(C)c1ccc(OCCCC[n+]2ccccc2)c(C(C)(C)CC)c1	0	-8	0.9	-6	-2	10	0.93	-5	7
Cc1ccnc(NC(=O)COc2ccc3c(c2)CCC3)c1	1	27	0.94	-3	2	6	0.86	-2	14
COc1ccccc1NC1=NC(CO)(CO)CS1	4	11	1	0	1	-1	1	-1	-3
CN(Cc1ccccc1)C(=O)N[C@@H](Cc1ccccc1)C(=O)O	-1	9	0.96	-3	-3	4	0.99	-8	1
c1ccc(CSc2ccc(-c3ccco3)nn2)cc1	5	30	0.91	0	4	9	1.1	-1	-8
Cc1ccccc1/[N+]([O-])=C/c1cccs1	0	-40	1	-1	1	-3	0.91	2	9
COc1ccc(S(=O)(=O)N2CCN(C(=O)NCc3ccc(C)cc3)CC2)cc1	1	5	0.99	-2	-2	1	1.2	-8	-15
CCCc1nnc(NC(=O)CCC(=O)N2CCN(CCn3c(C)ccc3C)CC2)s1	-6	11	0.96	-1	-2	4	1	-4	-1
Cc1cccc(NC(=O)NCc2cccnc2)c1C	0	15	0.99	1	-1	1	1.1	-4	-5
O=S1(=O)CCC(=Nc2ccc(Cl)cc2)c2ccsc21	-1	11	0.99	-2	4	1	1.1	-9	-5
CC(O)c1nc2ccccc2n1Cc1ccccc1 (configuration not stated)	0	4	1	-1	23	-2	0.89	-2	11
COc1ccc2nc(SCC(=O)Nc3ccccc3OC)[nH]c2c1	-7	11	0.97	-1	-4	2	1.1	5	-7
Cc1ccc([N+](=O)[O-])cc1N=C1C(=O)Nc2ccccc21	4	6	1	0	9	-2	0.94	7	6
COc1cc(C(=O)N2CCN(c3ccccn3)CC2)cc(OC)c1OC	1	12	1	0	-3	-4	1.1	-7	-7

2 of these compounds, reformatted:
SMILES | SENP1 inh | NALP3 yeast inh | mIAP activ | beta cell repl | A3A deaminase | mIAP block | hIAP activ | A3G deaminase | hIAP inh
CN(Cc1ccccc1)C(=O)N[C@@H](Cc1ccccc1)C(=O)O | -1 | 9 | 0.96 | -3 | -3 | 4 | 0.99 | -8 | 1
COc1ccc(S(=O)(=O)N2CCN(C(=O)NCc3ccc(C)cc3)CC2)cc1 | 1 | 5 | 0.99 | -2 | -2 | 1 | 1.2 | -8 | -15

Reprinted at random: 5 records from the list.
SMILES	SENP1 inh	NALP3 yeast inh	mIAP activ	beta cell repl	A3A deaminase	mIAP block	hIAP activ	A3G deaminase	hIAP inh
c1ccc(CSc2ccc(-c3ccco3)nn2)cc1	5	30	0.91	0	4	9	1.1	-1	-8
Cc1ccc([N+](=O)[O-])cc1N=C1C(=O)Nc2ccccc21	4	6	1	0	9	-2	0.94	7	6
Cc1ccccc1/[N+]([O-])=C/c1cccs1	0	-40	1	-1	1	-3	0.91	2	9
COc1ccccc1NC1=NC(CO)(CO)CS1	4	11	1	0	1	-1	1	-1	-3
O=S1(=O)CCC(=Nc2ccc(Cl)cc2)c2ccsc21	-1	11	0.99	-2	4	1	1.1	-9	-5
